HTT ATP protect – protects HTT-Q103 PC12 cells, measured by ATP; PC12 HTT-Q103 induced, cytoprotection, ATP luminescence, 40 h; Potency, µM (highest dose often 56.4 µM), for the others: cytoprotection (ATP increase), actives largely listed as activators; AID 1471; hit rate 0.14% among 230,000;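 further: potency means the concentration at half of the fitted maximal effect; % of control where 0% means no effect; nearly all actives have a fitted effect of over 45% in size; toxic huntingtin expression switched on by the ecdysone agonist tebufenozide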
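PC12 cells with ecdysone-inducible HTT exon 1 Q103-GFP, induced with 100 nM tebufenozide and co-treated with library compounds in a dose series (1536-well, 1500 cells/well). Cytoprotection read as ATP content by ATPlite luminescence.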
Lamin A splicing – LMNA splicing modulation | Potency, µM (titrated, usually from 46.1 µM), inactives show at the highest dose ratio change, negative = inhibition, usual class: inhibitors | HeLa LMNA splicing GFP/RFP minigene ratio, 48 h | hit rate 0.01% among 200,000; active means well fitted inhibition curve with a large enough effect in the signal ratio, with a control signal flat, not every such curve was filed as active; inconclusive means small, poorly fitted or top-dose-only effect, or effect the other way, or a change in a side signal; the % refers to the signal ratio; further: potency means the concentration at half of the fitted maximal effect; on the % scale 0 is the no-effect control and ±100 the full control effect
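S3 HeLa stable clones carrying a lamin A-EGFP splicing minigene plus DsRed2 were seeded at 600 cells/well in Opti-MEM with 2% FBS, pin-dosed and incubated 48 h at 37°C. Acumen cytometry (488 nm) gave the GFP/RFP total-intensity ratio.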
CBFb RUNX1 block – inhibitors of human CBF-beta and RUNX1 interaction; Q01196+Q13951; AlphaScreen CBFb-His/RUNX1-biotin binding, biochemical; Potency, µM (top dose mostly 59.8 µM), without a hit: at the top dose activity, negative = inhibition, usual class: inhibitors; 230,000 tested, under 10 active; further: % of control where 0% means no effect
Target sequence (Q01196 whole entry, looked up): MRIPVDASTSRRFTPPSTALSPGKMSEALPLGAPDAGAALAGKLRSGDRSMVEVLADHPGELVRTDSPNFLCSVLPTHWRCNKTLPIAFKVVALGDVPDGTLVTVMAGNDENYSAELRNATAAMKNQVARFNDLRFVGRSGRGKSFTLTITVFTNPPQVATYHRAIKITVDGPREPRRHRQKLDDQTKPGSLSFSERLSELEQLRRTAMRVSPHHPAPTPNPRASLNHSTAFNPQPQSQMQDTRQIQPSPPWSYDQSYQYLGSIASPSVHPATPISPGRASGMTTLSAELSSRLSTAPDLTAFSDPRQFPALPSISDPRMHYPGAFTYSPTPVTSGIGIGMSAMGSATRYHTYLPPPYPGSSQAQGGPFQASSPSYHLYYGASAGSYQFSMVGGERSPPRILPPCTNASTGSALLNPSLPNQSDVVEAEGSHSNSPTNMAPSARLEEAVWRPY
Target sequence (Q13951 whole entry, looked up): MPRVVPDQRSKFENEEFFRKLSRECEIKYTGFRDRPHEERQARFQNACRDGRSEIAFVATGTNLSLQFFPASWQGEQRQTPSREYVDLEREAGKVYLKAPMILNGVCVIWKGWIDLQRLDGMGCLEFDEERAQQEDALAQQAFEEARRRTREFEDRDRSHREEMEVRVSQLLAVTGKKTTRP
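Compounds were screened at multiple concentrations against a preformed CBF-beta(His)/RUNX1(biotin) complex (30 nM of each) for 15 min at room temperature, followed by 90 min with nickel and streptavidin beads and AlphaScreen reading.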
Luc counter – counter-screen: inhibitors of Kinase-Glo firefly luciferase; Kinase-Glo luciferase, ATP luminescence, 8 min; Potency, µM (titrated, usually from 38.3 µM), for the others: top-dose activity change, negative = inhibition, usual class: inhibitors; hit rate 0.28% among 200,000; AID 1379; further: potency means the concentration at half of the fitted maximal effect; on the % scale 0 is the no-effect control and ±100 the full control effect; nearly all actives have a fitted effect of over 60% in size
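Luminescence was the read-out, taken after 8-minute incubation at ambient temperature. Luciferase turned over luciferin with 10 uM ATP in imidazole pH 7.2 buffer containing KCl, MgCl2, Tween 20 and BSA.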
SMN2 splice enh – increases expression of the SMN2 splice variant | Potency, µM (top dose mostly 46.1 µM), for the others: top-dose activity change, positive = activation, most hits filed as activators | HEK293 SMN2-luciferase splicing reporter, luminescence, 30-36 h | hit rate 2.8% among 210,000; further: potency means the concentration at half of the fitted maximal effect; % of control where 0% means no effect; nearly all actives have a fitted effect of over 55% in size
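HEK293 cells carry an SMN2 […]–luciferase reporter in which exon 7 inclusion puts luciferase in frame. Cells were plated 10-12 h before compound addition, then incubated 30-36 h at 37C. ONE-Glo luminescence was read; sodium butyrate at 4.5 mM final served as control.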
HttQ103 aggreg – inhibitors of mutant huntingtin aggregate formation in PC12 cells; PC12 HttQ103-GFP aggregates, Acumen cytometry, 40 h; Potency, µM (series often up to 46.1 µM), for the others: at the top dose activity change, negative = inhibition, usual class: inhibitors; hit rate 1.1% among 220,000; AID 1688; further: potency means the concentration at half of the fitted maximal effect; on the % scale 0 is the no-effect control and ±100 the full control effect; nearly all actives have a fitted effect of over 60% in size
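Inducible Q103 Huntingtin exon 1–GFP PC12 line, 1500 cells/well in phenol red free DMEM with 5% equine and 5% calf serum. Tebufenozide 100 nM induced expression; compounds titrated; aggregates quantified by cytometry.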
IMPase Li cell – cell-permeable IMPase inhibitors with lithium potentiation | CHO-M1 cells, IP1 TR-FRET (IP-One), carbachol + lithium | Potency, µM (titrated, usually from 59.4 µM), for inactives: top-dose activity, negative = IMPase inhibition, hits mostly inhibitors | hit rate 0.35% among 210,000 | AID 1457;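 further: IP1 builds up when IMPase is blocked and the TR-FRET signal falls; potency means the concentration at half of the fitted maximal effect; plate controls were basal vehicle for no effect and high inhibitor control for full effect; nearly all actives have a fitted effect of over 50% in size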
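Concentration–response in CHO-M1 cells, lithium-potentiated; 30 min at 37C. IP1 detected by competitive TR-FRET after 10 min lysis at RT. Hill-fitted AC50.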
* = called active by the depositor; ? = inconclusive; / = no result given; [ ] = another dose, or the depositor's remark. Unless noted, the call rests on the fitted dose curve; in most records, active means well fitted curve in the direction sought with a large enough effect; inconclusive means small, poorly fitted or top-dose-only effect, or another doubt; inactive means no such curve, though single readings can be large; an effect the other way counts as inactive or inconclusive.

1	Cn1c(=O)c2c(nc(Sc3ncnn3CC(=O)NC(C)(C)C)n2C)n(C)c1=O
2	CSCc1cc(N2CCOCC2)nc(SCc2ccc(Cl)c(Cl)c2)n1
3	CCCn1ncc(CN2CCC(N3CCC(C(=O)N4CCOCC4)CC3)CC2)c1C
4	C/C(=N/NC(=O)CNC(=O)c1ccc2c(c1)OCO2)c1ccc2c(c1)CCCC2
5	CCOC(=O)C1=C(O)CSC1=Nc1cccc2ccccc12
6	COc1ccc(-c2cc(=O)c3c(OC)c(OC)c(OC)c(OC)c3o2)cc1
7	CC(=O)[C@H]1CC[C@H]2C3CC=C4C[C@@H](O)CC[C@]4(C)C3CC[C@]12C (stereo not given in full)
8	CC(C)NC(=O)CSc1nc(N)c(-c2ccccc2)c(=O)[nH]1
9	Cn1c(=O)n(C)c2cc(/C=N/NC(=O)c3cccc(Br)c3)ccc21
10	COCCCNC(=O)Cn1nnc(-c2ccc(NC(=O)c3ccccc3F)cc2)n1

compound no.	1	2	3	4	5	6	7	8	9	10
HTT ATP protect	-6%[10 µM]	-26%	/	-29%	/	/	?	/	-14%	7%[10 µM]
Lamin A splicing	21%[46 µM]	?	-15%[46 µM]	8%[9.22 µM]	-1%	-10%	?	/	11%	-6%
CBFb RUNX1 block	-1%	7%	1%	-1%	-3%	/	11%	-3%	30%	-7%
Luc counter	0%	1%	-1%	0%	-4%	-1%	/	4%	-5%	-1%
SMN2 splice enh	-2%	-12%	-1%	-17%	-10%	-12%	-16%	5%	?	?
HttQ103 aggreg	-17%[9.22 µM]	-8%	/	-2%	2%	/	30%	19%	9%	-2%
IMPase Li cell	3%	12%[38.3 µM]	8%	3%	3%	13%	-23%	-11%	26%[38.3 µM]	2%

11	NC(=O)C1(NC(=O)[C@@H]2CC3(CC(c4cccc(NC(=O)c5cc([N+](=O)[O-])cc([N+](=O)[O-])c5)c4)=NO3)CN2C(=O)c2ccccc2)CC1 (stereo not given in full)
12	COc1ccc(N(CC(=O)Nc2cccc(SC)c2)S(C)(=O)=O)cc1
13	Cn1c(=O)c(-c2cc(F)cc(F)c2)nc2cnc(N3CCNCC3)nc21
14	CCOC(Cn1c(CCCO)nc2ccccc21)OCC
15	CCOC(=O)C(=O)/C(C#N)=C/Nc1ccc(Cl)cc1
16	C=CCN=c1scc(-c2ccco2)n1/N=C/c1ccc(O)c(O)c1O
17	COC(=O)Cc1c(O)ccn(Cc2ccc(OC)c(OC)c2)c1=O
18	COc1cc(/C=N/NC(=O)c2cc(C)oc2C)cc(OC)c1OC
19	CCOc1ncccc1C(=O)OCC(=O)c1ccccc1Br
20	C=CCc1cccc2cc(C(=O)N3CCN(C(=O)OCC)CC3)c(=O)oc12

compound no.	11	12	13	14	15	16	17	18	19	20
HTT ATP protect	-13%	-13%	?	-55%[inhibitor]	3%	-33%[10 µM]	-29%	-19%[10 µM]	-19%[10 µM]	-9%[10 µM]
Lamin A splicing	19%	12%	-6%	5%	18%	/	1%[46 µM]	/	10%[46 µM]	8%
CBFb RUNX1 block	-1%	6%	/	-2%	-1%	?	0%	-8%	15%	3%
Luc counter	-4%	-1%	/	1%	0%	/	-3%	-4%	-5%	1%
SMN2 splice enh	-8%	8%	/	2%	7%	/	5%	/	17%	-4%
HttQ103 aggreg	-9%	-4%[9.22 µM]	/	-4%	5%	23%[9.22 µM]	-4%[9.22 µM]	-14%[9.22 µM]	3%	5%
IMPase Li cell	3%[38.3 µM]	2%[38.3 µM]	6%	-4%[38.3 µM]	31%[activator][38.3 µM]	/	2%	0%	7%	21%[38.3 µM]

21	Cc1ccc(S(=O)(=O)NCCCCCC(=O)NC(C)(C)CO)cc1
22	O=C(NCCc1ccccc1)C1CC(=O)N(C2CCCCCC2)C1 (stereo not given)
23	Cc1nc(NCCCn2ccnc2)c2oc3ccccc3c2n1
24	CC(=O)NC(CC(=O)NC(C)c1ccc(Cl)cc1Cl)c1ccccc1 (stereo not given)
25	O=C(NCc1nc2ccccc2[nH]1)c1ccc(S(=O)(=O)N2CCOCC2)cc1
26	O=C1CC(C(=O)N(c2ccccc2)C(C(=O)NC2CCCC2)c2ccncc2)CS1 (stereo not given)
27	O=C(O)c1cc(-c2ccc(/C=N/Nc3ccc([N+](=O)[O-])cn3)o2)ccc1Cl
28	O=C(CN1C(=O)C2CC=CCC2C1=O)OCCN1C(=O)c2ccccc2C1=O (stereo not given)
29	N#Cc1c(-c2ccccc2)cc2nc3ccccc3n2c1N
30	Cc1cccc(N2CCN(C(=O)c3ccc(CS(=O)(=O)c4ccccc4C)o3)CC2C)c1 (stereo not given)

compound no.	21	22	23	24	25	26	27	28	29	30
HTT ATP protect	-14%	-5%[0.074 µM]	-20%[0.074 µM]	1%[10 µM]	-3%	10%[10 µM]	?	-2%	-3%[10 µM]	-143%[inhibitor][0.074 µM]
Lamin A splicing	0%	-10%	3%	-19%[46 µM]	-5%	/	/	3%	-13%	?
CBFb RUNX1 block	10%	4%	-11%	5%	6%	5%	-13%	3%	2%	-11%
Luc counter	-7%	0%	3%	0%	12%	-1%	-1%	-1%	3%	0%
SMN2 splice enh	15%	19%	-23%	6%	-8%	/	-13%	-1%	29%	-47%[inhibitor]
HttQ103 aggreg	-7%	-6%	16%	8%	8%	21%[9.22 µM]	11%	-3%	-12%	22µM*
IMPase Li cell	-7%[38.3 µM]	6%[38.3 µM]	30%[activator][38.3 µM]	5%	-5%[38.3 µM]	4%	0%	-38%[38.3 µM]	-9%	15%[38.3 µM]

In another format: entries from further up.
cpd	structure	HTT ATP protect	Lamin A splicing	CBFb RUNX1 block	Luc counter	SMN2 splice enh	HttQ103 aggreg	IMPase Li cell
14	CCOC(Cn1c(CCCO)nc2ccccc21)OCC	-55%[inhibitor]	5%	-2%	1%	2%	-4%	-4%[38.3 µM]
15	CCOC(=O)C(=O)/C(C#N)=C/Nc1ccc(Cl)cc1	3%	18%	-1%	0%	7%	5%	31%[activator][38.3 µM]
16	C=CCN=c1scc(-c2ccco2)n1/N=C/c1ccc(O)c(O)c1O	-33%[10 µM]	/	?	/	/	23%[9.22 µM]	/
17	COC(=O)Cc1c(O)ccn(Cc2ccc(OC)c(OC)c2)c1=O	-29%	1%[46 µM]	0%	-3%	5%	-4%[9.22 µM]	2%
18	COc1cc(/C=N/NC(=O)c2cc(C)oc2C)cc(OC)c1OC	-19%[10 µM]	/	-8%	-4%	/	-14%[9.22 µM]	0%
19	CCOc1ncccc1C(=O)OCC(=O)c1ccccc1Br	-19%[10 µM]	10%[46 µM]	15%	-5%	17%	3%	7%

The list goes on:
31	O=C(COc1ccc(S(=O)(=O)NCc2ccccc2)cc1Cl)NCC1CCCO1 (stereo not given)
32	CC(C)c1ccc(C(C(=O)NC2CCCCC2)N(C(=O)c2ccccn2)c2cccnc2)cc1 (stereo not given)
33	Cc1ncc([N+](=O)[O-])n1CCOC(=O)C12CC3CC(CC(C3)C1)C2
34	CC1=NN(c2ccc(S(=O)(=O)O)cc2)C(=O)/C1=C\c1ccc(Cl)cc1
35	CCOCCCNc1ccc(N2C(=O)C3CCCCC3C2=O)cc1[N+](=O)[O-] (stereo not given)
36	CCOC(=O)C1CC(c2ccc(Cl)cc2)=NNC1=O (stereo not given)
37	CC(=O)N1CCN(S(=O)(=O)c2ccc(S(=O)(=O)NCC(C)C)cc2)CC1
38	COc1ccc(C2=NN(c3nc(C)cc(C)n3)C(=O)C2)cc1
39	Cc1c(C(=O)OCC(=O)N2CC(C)OC(C)C2)oc2ccc(Br)cc12 (stereo not given)
40	Cc1noc(C)c1C(=O)N1CCC[C@@]2(CCN(Cc3nccs3)C2)C1

compound no.	31	32	33	34	35	36	37	38	39	40
HTT ATP protect	-9%	-4%[10 µM]	-34%[inhibitor]	8%[10 µM]	-38%[inhibitor]	-11%[10 µM]	11%[1.9 µM]	16%[10 µM]	25%[10 µM]	?
Lamin A splicing	-4%	/	-3%[46 µM]	/	/	?	10%	16%[46 µM]	?	/
CBFb RUNX1 block	-6%	6%	-5%	/	-3%	-16%	5%	9%	3%	/
Luc counter	0%	-2%	-2%	-3%[7.66 µM]	0%	-2%	-1%	-4%	-2%	1%
SMN2 splice enh	-11%	6%	7%	-1%[9.22 µM]	-12%	-17%	-1%	/	-34%[inhibitor]	11%
HttQ103 aggreg	0%	13%	17%	/	-6%	3%	-12%	-7%[9.22 µM]	-10%	/
IMPase Li cell	29%[38.3 µM]	2%	5%	4%	-1%	2%	18%[38.3 µM]	9%	?	12%

41	COc1ccc2c(c1)OCC(Cc1ccc(OC)c(OC)c1)C2=O (stereo not given)
42	O=C(Cn1cc([N+](=O)[O-])cn1)Nc1cccnc1
43	Cc1ccc(CCNS(=O)(=O)c2ccc(C)cc2)cc1
44	NC(=O)NCc1ccccc1Cl
45	CCN(CC)c1ccc2cc(C(=O)Nc3cccnc3N3CCOCC3)c(=O)oc2c1
46	CC(C)CNC(=O)c1cc(-c2ccco2)on1
47	O=C(c1cnc2n(c1=O)CCS2)N1CCN(c2ccc([N+](=O)[O-])cc2)CC1
48	Cc1[nH]n2c(=O)c3c(nc2c1-c1cccc2ccccc12)CCC3

compound no.	41	42	43	44	45	46	47	48
HTT ATP protect	-75%[inhibitor]	-1%	-7%	6%[10 µM]	1%	7%	-5%[10 µM]	-53%[inhibitor]
Lamin A splicing	/	6%[46 µM]	4%	/	-5%	-18%	-14%	-4%
CBFb RUNX1 block	20%	7%	3%	8%	-6%	2%	-2%	-5%
Luc counter	-4%	1%	-1%	/	/	-8%	-1%	-5%
SMN2 splice enh	-69%[inhibitor]	2%	-5%	/	/	?	-6%	-26%
HttQ103 aggreg	/	-5%	-8%	1%[9.22 µM]	2%	?	7%	?
IMPase Li cell	14%	-10%	-8%[38.3 µM]	5%	/	-2%[38.3 µM]	26%[38.3 µM]	-12%[38.3 µM]
